14-3-3 PPI: modulators of 14-3-3 gamma protein binding, primary screen, biochemical, fluorescence polarization; hit rate 0.19% among 160,000; 14-3-3 protein gamma (Homo sapiens), P61981; AID 422, 2006; inhibition, % at 40 µM; FP, 14-3-3gamma / TMR-pS259-Raf peptide binding; in the data active = inhibition above about 30%;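 also: 0% = protein plus tracer without compound and 100% = blank with tracer alone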
Target sequence (P61981 whole entry, looked up): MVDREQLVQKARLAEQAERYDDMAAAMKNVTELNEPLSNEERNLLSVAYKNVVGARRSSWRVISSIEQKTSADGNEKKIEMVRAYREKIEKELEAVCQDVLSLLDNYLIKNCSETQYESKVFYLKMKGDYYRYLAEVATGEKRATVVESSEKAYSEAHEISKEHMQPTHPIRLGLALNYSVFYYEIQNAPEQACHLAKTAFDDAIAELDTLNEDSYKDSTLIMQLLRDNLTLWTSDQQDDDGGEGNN
An asterisk follows results filed as active; & = joins results of further samples. A portion of the library; count on the stated rates, not on these rows.

SMILES | 14-3-3 PPI
COc1ccc(S(=O)(=O)N2CCC(C(=O)N3CCCCCC3)CC2)cc1OC | -0.1
Cc1nc2c(C(=O)NC3CC3)c[nH]n2c(=O)c1Cc1ccccc1F | -1.9
COc1ccc2cc(CN(C(=O)Nc3ccccc3)C3CCCC3)c(=O)[nH]c2c1 | 5.4
Cc1ccc(O)c(NC(=O)CCS(=O)(=O)c2nc(-c3cccs3)cc(C(F)(F)F)n2)c1 | -17.3
O=C(Nc1ccc(S(=O)(=O)N2CCCCC2)cc1)c1ccc(Br)o1 | -0.1
O=C(c1ccc(Cl)cc1)N1CCCCC(Sc2nnnn2-c2ccccc2)C1=O (stereo unspecified) | -6.9
O=C(NCc1cccc(Cl)c1)c1cccnc1 | 0.0
O=S(=O)(Nc1ccc(-c2cn3ccsc3n2)cc1)c1ccc2c(c1)OCCO2 | -3.7
COC(=O)c1ccc(C(=O)Nc2ccccc2[N+](=O)[O-])cc1 | -8.6
COc1ccc2c(c1)CCc1c(C(=O)Nc3c(C)nn(Cc4ccccc4)c3C)noc1-2 | -1.4
Cc1cccc(N2CCN(S(=O)(=O)c3cc(Br)c(Br)s3)CC2)c1C | 7.5
CCC(=O)Nc1cccc(NC(=O)CN2CCN(c3ccccc3OC)CC2)c1 | 2.0
COc1ccc(CCN2C(=O)c3[nH]nc(-c4ccccc4O)c3C2c2ccccc2)cc1OC (stereo unspecified) | 0.2
Cc1cccc(NC(=O)C2CCC(CNS(=O)(=O)c3cccs3)CC2)c1 (stereo unspecified) | -5.1
O=C(CC1(O)C(=O)Nc2ccc(Br)cc21)c1ccccc1 (stereo unspecified) | 3.1
CCOC(=O)c1cnc2nc(C)[nH]n2c1=O | -3.2
CCCCCSc1oc(-c2ccco2)nc1S(=O)(=O)c1ccc(C)cc1 | -110.5
Cc1ccc(-c2nc3ccccc3s2)cc1NC(=O)c1cccc(Br)c1 | -26.0
COc1ccc(N(CC(=O)N2CCN(Cc3ccc4c(c3)OCO4)CC2)S(C)(=O)=O)cc1OC | -3.0
COC(=O)c1c(NC(=O)COc2ccc(C(C)C)cc2)sc2c1CCCC2 | -0.1
COc1ccccc1C(=O)Nc1sc2c(c1C(=O)O)CCC2 | -13.6
CCn1nnnc1SCC(=O)NCc1cccs1 | -0.3
CCOC(=O)c1ccc(NC(=O)N2CCc3ccccc32)cc1 | 5.7
COCCn1nnnc1C(c1ccc(OC)cc1)N1CCC(C)CC1 (stereo unspecified) | -4.0
Cc1cc(Cl)ccc1OC(=O)CCN1C(=O)c2ccccc2C1=O | -15.1

(continued)
SMILES | 14-3-3 PPI
O=C(CCCCCn1c(=O)[nH]c2ccsc2c1=O)N1CCN(c2ccc(Cl)cc2)CC1 | -3.1
O=C1NCC2=C1C(c1ccccc1)Nc1ccccc1N2 (stereo unspecified) | -0.6
COc1nc(Nc2ccc(OC(F)(F)F)cc2)nc(NC(C)(C)C)n1 | -8.0
Cc1cc(NC(=O)Nc2ccccc2)n(-c2ccc(OC(F)(F)Cl)cc2)n1 | 2.8
Cc1cccc(NC(=O)c2c(NC(=O)c3cccnc3)sc3c2CCC(C(C)(C)C)C3)c1 (stereo unspecified) | -11.6
O=C(Nc1ccc(O)c(C(=O)O)c1)c1ccc2c(c1)C(=O)N(CC1CCCO1)C2=O (stereo unspecified) | 6.8
CCOC(=O)c1c(-n2cccc2)sc2c1CCCC2=O | -15.9
Cc1sc(NC(=O)CSc2nnc(COc3ccc(Cl)cc3)n2C)c(C#N)c1C | -9.2
CCOC(=O)c1nnn(-c2nonc2N)c1CN1CCCCCC1 | -4.2
Cc1ccc(C(=O)Oc2c(S(=O)(=O)c3ccccc3)c(C)nn2-c2ccccc2)cc1C | -9.8
COc1ccc(NC(=O)C2CCN(C(=O)c3ccc(OC)c(OC)c3)CC2)cc1OC | 5.4
COC(=O)c1ccccc1NC(=O)Cn1c(=O)oc2ccc(Cl)cc21 | -4.5
Cc1ccc(-n2ncc3c(=O)n(CC#N)cnc32)cc1C | -2.7
CCCN(CCC)C(=O)c1cn(C)c2ccc(S(=O)(=O)N3CCOCC3)cc2c1=O | -3.9
COc1ccccc1NC(=O)Oc1ccc(NC(=O)c2ccco2)cc1 | -5.7
COc1ccc(NS(=O)(=O)c2ccc(NC(=O)c3ccc([N+](=O)[O-])cc3)cc2)cc1 | 2.8
O=C(NCCCN1CCCCCC1)c1cccn2c(=O)c3c4c(sc3nc12)CCCC4 | -78.0
Cc1[nH]c2ccccc2c1C=Nc1ccc(O)cc1 | 121.2*
COc1ccc(NC(=O)c2ccco2)cc1NC(=O)c1cc2ccccc2o1 | -5.1
CCOc1ccccc1C1NC(=O)NC(C)=C1C(=O)OC1CCCC1C (stereo unspecified) | -3.4&-6.4
O=C(O)C1=C(C(=O)N2CCN(C(=O)c3ccco3)CC2)CCCC1 | 2.4
Cc1cc(C)nc(Nc2nc(C)c3cc4c(cc3n2)OCO4)n1 | 13.0&2.3
c1ccc(-n2nc3c(ccc4cnnc43)[nH]2)cc1 | -12.8
CCN(CCCNC(=O)Cn1cc2c(n1)CCCC2)c1cccc(C)c1 | -1.9
Cc1cc(OCCOCCN(C)CCO)cc(C)c1Cl | -2.4

Next entries.
SMILES | 14-3-3 PPI
Cc1cccc(C)c1Nc1c(-c2ccccn2)nc2ccc(Br)cn12 | -7.4
CCSc1nnc(-c2ccc(Cl)cc2Cl)o1 | 4.2
CCOc1ccc(N(C)S(=O)(=O)c2ccc3[nH]cc(C(=O)NC4CCCC4)c(=O)c3c2)cc1 | -13.9
Nc1ccc2sc(CCCc3nc4ccc(N)cc4s3)nc2c1 | -0.7
CCOC(=O)N1CCN(C(=O)c2cc3c(ccc4ccccc43)oc2=O)CC1 | 0.8
Cc1ccc(CCNC(=O)CCCn2c(=O)[nH]c3ccccc3c2=O)cc1 | -7.4
O=C(O)c1[nH]c2ccc(Cl)cc2c1CC(=O)N1CCCC1 | -3.1
C[n+]1cc(-c2ccc3cccc([N+](=O)[O-])c3n2)cc2ccccc21 | -2.8
CC(C)CC1C(C#N)=C(N)SC(N)=C1C#N | -30.7
COc1cc2ccccc2cc1C(=O)Oc1cccc2cccnc12 | -14.5
O=C(Cn1ccc2ccccc2c1=O)NC1CCCCC1 | -6.4
Fc1ccc(C(c2nnnn2C2CCCC2)N2CCN(Cc3ccncc3)CC2)cc1 (stereo unspecified) | -4.4
Cc1ccc(S(=O)(=O)c2c(C)nn(-c3ccccc3)c2OC(=O)c2ccccc2F)cc1 | -1.6
CC1SC2(C(=O)Nc3ccccc32)N(c2ccc(F)cc2)C1=O (stereo unspecified) | -9.3
CCOc1ccc(-c2nnc3ccc(SCC(=O)NCc4ccco4)nn23)cc1 | -5.9
O=C(CC1(O)C(=O)Nc2ccccc21)c1ccc(F)cc1 (stereo unspecified) | 3.4
COc1ccc(C=Cc2ccc3c(Br)ccc(O)c3n2)cc1 | -10.1
COc1ccccc1NC(=O)c1c(N)sc2c1CCC2 | -151.7
O=C(c1ccc(CNS(=O)(=O)c2ccc(Br)cc2)cc1)N1CCCC1 | -123.7
O=C(O)C1CCN(C(=O)c2ccc(Br)o2)CC1 | -0.3
O=C(NCc1ccc(Cl)cc1)C(=O)Nc1cccc(Br)c1 | 4.8
O=C(CSC1=NCCS1)Nc1ccccc1F | -1.4
CCOC(=O)N1CCN(C/C(C)=C/c2ccccc2)CC1 | 0.7
Cc1c(NC(=O)c2ccc(F)cc2[N+](=O)[O-])c(=O)n(-c2ccccc2)n1C | -2.7
CCC(C)(C)NC(=O)C(c1ccc(F)cc1)N(Cc1ccco1)C(=O)c1cnccn1 (stereo unspecified) | -9.2

Structures above printed as active in 14-3-3 PPI:
SMILES | 14-3-3 PPI
Cc1[nH]c2ccccc2c1C=Nc1ccc(O)cc1 | 121.2*

2 entries drawn at random from those above:
SMILES | 14-3-3 PPI
COc1ccc(C=Cc2ccc3c(Br)ccc(O)c3n2)cc1 | -10.1
Cc1c(NC(=O)c2ccc(F)cc2[N+](=O)[O-])c(=O)n(-c2ccccc2)n1C | -2.7

(further entries)
SMILES | 14-3-3 PPI
O=C(c1nn2c(c1Cl)NC(c1ccc(Cl)cc1)CC2C(F)(F)F)N1CCCCCC1 (stereo unspecified) | -3.1
Cc1ccc(Oc2nc3ccccc3n3c(C)nnc23)cc1 | -3.9&-3.5
Cc1c(NC(=O)C2c3ccccc3C(=O)N3CCc4ccccc4C23)cccc1[N+](=O)[O-] (stereo unspecified) | 10.1
CCOc1cc(C(=O)Nc2ccc3c(c2)OCCO3)cc(OCC)c1OCC | 1.4
COc1cc(C(=O)NCc2nnc(SCC(=O)N3CCC(C)CC3)o2)cc(OC)c1OC | -5.2
O=C(CSc1nnc2c(n1)-c1cccc3cccc-2c13)Nc1cccnc1Cl | -18.2
O=C(CCn1c(=S)[nH]c2cc3c(cc2c1=O)OCO3)NC1CCCC1 | -9.5
Cc1cc2c(N)c(C(N)=O)sc2nc1-c1ccc(F)cc1 | -6.9
CCOCCCNC(=O)c1ccc(OC)cc1 | -1.1
CC(C)(C)c1ccc(OCC(O)CN2CCN(Cc3ccc4c(c3)OCO4)CC2)cc1 (stereo unspecified) | -5.6
O=C(O)c1ccc(CSc2nnc(-c3ccncc3)n2CC2CCCO2)cc1 (stereo unspecified) | 1.3
Cc1ccc(N2CC(C(=O)NC3=NCCS3)CC2=O)cc1C (stereo unspecified) | -0.5
CCC(C)OC(=O)C1=C(C)NC2=C(C(=O)C(C(=O)OC)C(C)C2)C1c1ccccc1Br (stereo unspecified) | 0.7
CCn1c(C(=O)NCc2cccnc2)cc2sc(Cl)cc21 | -0.9
CCOC(=O)c1ccc(N2C(=O)C3C(c4ccccc4Cl)OC4(C(=O)c5ccccc5C4=O)C3C2=O)cc1 (stereo unspecified) | -4.2
Cc1ccc(-n2c(C)cc(C(=O)CN3CCC(C)CC3)c2C)cc1 | -5.1
c1ccc(-c2noc(-c3ccco3)n2)cc1 | 0.6
Cc1ccc(OCC(=O)N2CCN(C(=O)COc3ccc(Br)cc3)CC2)cc1 | 6.9
CCc1c(C)[nH]n(CCC#N)c1=O | 2.0
O=C(NC1CC1)c1ccc(S(=O)(=O)NCC2CCCCC2)cc1 | 0.7
O=C1CSC(c2ccco2)N1 (stereo unspecified) | 6.3
CCc1c(C)c2cc(Cl)c(O)c(CN(CC)CC)c2oc1=O | 9.5
Cc1ccc(S(=O)(=O)NC(Cc2ccccc2)C(=O)O)cc1C (stereo unspecified) | -5.5
Nc1nnnn1/N=C/c1ccco1 | 6.7
CCOc1cccc2c1NC(C)(C)c1sn(-c3ccc(C)c(C)c3)c(=S)c1-2 | -6.2

A run of entries from the list above, as a working copy:
SMILES | 14-3-3 PPI
CCOc1cc(C(=O)Nc2ccc3c(c2)OCCO3)cc(OCC)c1OCC | 1.4
COc1cc(C(=O)NCc2nnc(SCC(=O)N3CCC(C)CC3)o2)cc(OC)c1OC | -5.2

Back to the main list, repeating the four entries before the break.
SMILES | 14-3-3 PPI
CCc1c(C)c2cc(Cl)c(O)c(CN(CC)CC)c2oc1=O | 9.5
Cc1ccc(S(=O)(=O)NC(Cc2ccccc2)C(=O)O)cc1C (stereo unspecified) | -5.5
Nc1nnnn1/N=C/c1ccco1 | 6.7
CCOc1cccc2c1NC(C)(C)c1sn(-c3ccc(C)c(C)c3)c(=S)c1-2 | -6.2
O=C(O)CCC(=O)N1CCc2cc(S(=O)(=O)N3CCC(Cc4ccccc4)CC3)ccc21 | -3.1
COC(=O)c1cc(NS(=O)(=O)c2cc(Br)cc3c2N(C(C)=O)CC3)cc(C(=O)OC)c1 | -7.7
COc1ccccc1CN1C(=O)CN(C2CCCCCC2)C(=O)C1c1ccc(OC(C)C)c(OC)c1 (stereo unspecified) | 1.3
CCC(=O)Nc1ccc2c(C)cc(=O)[nH]c2c1 | -8.4
Cc1ccc(NC(=O)CSc2nnc(CCCCCNC(=O)OC(C)(C)C)o2)c(C)c1 | -3.2
Cc1ccc(C2=NN(CC(=O)NCCC(C)C)C(=O)CC2)cc1 | -11.2
COC(=O)c1c(NC(=O)c2csc3c2CCC(C)C3)sc2c1-c1ccc(OC)cc1CC2 (stereo unspecified) | -26.6
CCN(C(=O)c1cc2cccc(OC)c2oc1=O)C1CCCCC1 | 1.1
CCOC(=O)CC1(NS(=O)(=O)c2ccc3c(c2)CCN3C(=O)CC)CCCCC1 | -1.0
Brc1cccc(CN2CCN(Cc3ccncc3)CC2)c1 | -8.1
O=C1CN(CC(=O)N2CCCCC2)c2ccccc2O1 | -1.2
CCC(=O)N1CCN(S(=O)(=O)c2ccc(C)cc2)C1c1ccc(OC)cc1 (stereo unspecified) | 5.5
COC(=O)C1=C(C)N(CCc2ccccc2)C(=O)C1 | -0.5&-1.2
CC1CCCN(C(=O)CCCC2=NS(=O)(=O)c3ccccc3N2)C1 (stereo unspecified) | -2.4
COc1ccccc1CNC(=O)Cc1cn(C)c2ccccc12 | 7.5
Cc1cc(-n2c(SCC(=O)Nc3ccccc3)nnc2-c2cccnc2)ccc1Cl | 5.1
Cc1cccc(-n2c(=O)[nH]c3c(C(N)=O)nc(C(C)C)nc32)c1 | 6.3
CC1=C(C(=O)Nc2cccc(C)n2)C(c2ccsc2)C2=C(CCCC2=O)N1 (stereo unspecified) | 0.4
CCOC(=O)C1CCN(C(C(=O)NC2CCCCC2)c2ccc(OC)cc2)CC1 (stereo unspecified) | -21.4
CSc1nnc2c(n1)OC(c1ccc(C(=O)O)cc1)N(C(C)=O)c1ccccc1-2 (stereo unspecified) | -0.8
Cc1ccc(-n2cc(C(=O)NC(C)C)c3ccccc3c2=O)cc1C | 3.8
COc1ccc(C2CC(=O)C3=C(C2)NC(C)=C(C(=O)OCC(C)C)C3c2cccc(F)c2)cc1 (stereo unspecified) | 0.0
O=C(Nc1nnc(CCS(=O)(=O)c2ccc(Cl)cc2)s1)c1ccc(F)cc1 | 1.2
COC(=O)CSc1nnc(-c2ccncc2)o1 | 1.4&3.8
CC1=C(C(=O)OC2CCCCC2)C(c2ccc(O)cc2)NC(=O)N1 (stereo unspecified) | -1.6
O=C(NC1CCCC1)c1cccn2c(=O)c3ccccc3nc12 | 0.4
CC(=O)Nn1c(C)nnc1-n1nc(C)cc1C | 3.8
COc1ccc(CCNC(=O)CCn2c(=O)oc3ccccc32)cc1 | -3.2
